# Bioassay records: PubChem BioAssay, National Center for Advancing Translational Sciences (NCATS)
# EPAC2 antag = antagonists of human EPAC2. AID 720708. Q8WZA2. hit rate 0.18% among 360,000. Potency, µM (series often up to 114 µM), for the others: at the highest dose activity, negative = inhibition, hits mostly inhibitors. EPAC2 GEF exchange of Rap1B-BODIPY-GDP, fluorescence; further: on the % scale 0 is the no-effect control and ±100 the full control effect; nearly all actives have a fitted effect of over 45% in size; many of its hits are not listed in these tables
# Target sequence (Q8WZA2 whole entry, looked up): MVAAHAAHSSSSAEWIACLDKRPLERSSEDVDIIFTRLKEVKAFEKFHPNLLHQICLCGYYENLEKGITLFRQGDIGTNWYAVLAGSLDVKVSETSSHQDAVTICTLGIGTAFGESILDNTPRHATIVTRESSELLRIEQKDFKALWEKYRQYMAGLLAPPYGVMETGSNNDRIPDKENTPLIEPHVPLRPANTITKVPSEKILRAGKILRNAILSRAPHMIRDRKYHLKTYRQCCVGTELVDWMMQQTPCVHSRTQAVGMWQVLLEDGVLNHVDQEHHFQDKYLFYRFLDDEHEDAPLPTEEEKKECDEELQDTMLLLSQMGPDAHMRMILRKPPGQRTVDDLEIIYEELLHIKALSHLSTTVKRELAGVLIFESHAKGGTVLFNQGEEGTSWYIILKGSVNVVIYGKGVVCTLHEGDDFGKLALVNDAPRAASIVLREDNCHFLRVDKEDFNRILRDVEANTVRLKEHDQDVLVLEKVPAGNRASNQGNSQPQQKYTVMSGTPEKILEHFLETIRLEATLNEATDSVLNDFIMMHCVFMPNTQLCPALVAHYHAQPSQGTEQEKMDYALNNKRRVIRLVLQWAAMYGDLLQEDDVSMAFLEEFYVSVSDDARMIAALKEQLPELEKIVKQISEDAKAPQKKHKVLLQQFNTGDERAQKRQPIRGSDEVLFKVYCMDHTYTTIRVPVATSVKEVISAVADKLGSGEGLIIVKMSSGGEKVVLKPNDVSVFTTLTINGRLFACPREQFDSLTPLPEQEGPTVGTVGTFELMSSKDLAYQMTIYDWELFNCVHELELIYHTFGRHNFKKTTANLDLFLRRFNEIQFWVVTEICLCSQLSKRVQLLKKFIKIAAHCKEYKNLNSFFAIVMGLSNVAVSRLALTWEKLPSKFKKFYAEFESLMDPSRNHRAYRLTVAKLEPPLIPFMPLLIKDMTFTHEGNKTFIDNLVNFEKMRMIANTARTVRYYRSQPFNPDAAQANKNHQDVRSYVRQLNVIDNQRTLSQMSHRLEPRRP
# aSyn yeast inh = rescues yeast growth from alpha-synuclein toxicity; Yeast expressing alpha-synuclein, growth rescue, BacTiter-Glo, 24 h; Potency, µM (titrated, usually from 46.1 µM), without a hit: top-dose growth rescue (activation), usual class: activators; hit rate 0.14% among 370,000; AID 652106; further: % of control where 0% means no effect; nearly all actives have a fitted effect of over 65% in size
#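 Galactose-induced alpha-syn yeast (OD600=0.02, raffinose-pregrown) + pinned cpd, 24 hr, 30 deg C; growth by BacTiter-Glo luminescence. Growth restoration scores as activation.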
# FUS yeast rescue = rescues growth of FUS-expressing yeast; S. cerevisiae FUS-expressing, growth rescue, OD600, 24 h; Potency, µM (top dose mostly 76.6 µM), for the others: top-dose growth rescue (activation), actives largely listed as activators; hit rate 0.24% among 390,000;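 further: plate controls were DMSO vehicle for no effect and reference control for full effect; nearly all actives have a fitted effect of over 55% in size; some results filed as inactive show a strong effect at the top dose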
#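 Absorbance at 600 nm, taken 24hr after compound addition, measured rescue of FUS-yeast growth at 30C. Induction used 2% galactose with seeding at OD 0.005. Controls: CP55940 from 92uM final, DMSO only.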
# EPAC2 ag = agonists of human EPAC2 (RAPGEF4) | hit rate 0.079% among 360,000 | EPAC2 activation, biochemical qHTS; response scale: 100% = 6.5 mM cAMP response | Potency, µM (top dose mostly 154 µM), for the others: top-dose activation, actives largely listed as activators | AID 720711 | Q8WZA2; further: nearly all actives have a fitted effect of over 50% in size
#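 Guanine nucleotide exchange by EPAC2 is measured as reduced fluorescence of BODIPY-GDP once it is released from 250 nM Rap1B. Plates are read kinetically for 30 min at room temperature; results are scaled to 6.5 mM cAMP.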
# PTHR1 ag = activates the human parathyroid hormone receptor PTHR1. HEK293 GP2 PTHR1 cells, GloSensor cAMP luminescence, 1 h. hit rate 0.075% among 410,000. Q03431. Potency, µM (series often up to 115 µM), for the others: at the top dose activation, hits mostly activators; further: nearly all actives have a fitted effect of over 55% in size; some results filed as inactive show a strong effect at the top dose; inactives centre near -15; many of its hits are not listed in these tables
#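 HEK-293-derived GP2 cells expressing PTHR1 and a GloSensor cAMP reporter, 3,000/well, plated overnight, given luciferin plus IBMX (each 0.5 mM as added) for 1 h at 37 °C, then compound for 1 h at 37 °C. Luminescence was read after 15 min at room temperature.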
# TDP-43 yeast inh = TDP-43 toxicity inhibition in yeast. hit rate 1.8% among 410,000. TDP-43 expressing yeast growth rescue, BacTiter-Glo, 24 h. Potency, µM (titrated, usually from 46.1 µM), inactives show at the top dose growth rescue (activation), most hits filed as activators; further: % of control where 0% means no effect; nearly all actives have a fitted effect of over 50% in size
#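 In this qHTS, compounds that restore growth of yeast expressing TDP-43 appear as activators. Cells (OD600=0.02, galactose medium, raffinose-pregrown) are incubated with compound 24 hr at 30 deg C and growth is quantified by BacTiter-Glo.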
# EPAC1 antag = antagonists of human EPAC1; Potency, µM (top dose mostly 115 µM), inactives show top-dose activity change, negative = inhibition, actives largely listed as inhibitors; O95398; EPAC1 GEF assay, Rap1b-BODIPY-GDP exchange fluorescence; hit rate 0.14% among 360,000; AID 720709;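 further: plate controls were vehicle for no effect and positive control for full effect; nearly all actives have a fitted effect of over 50% in size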
# EPAC1 agonist = EPAC1 (human) agonism; EPAC1 agonist qHTS, biochemical assay; response scale: 100% = response to 6.5 mM cAMP; Potency, µM (doses to about 154 µM), for inactives: at the top dose activation, actives largely listed as activators; hit rate 0.073% among 360,000; O95398; further: nearly all actives have a fitted effect of over 60% in size
#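 EPAC1 100 nM, Rap1B–BODIPY-GDP 250 nM, unlabeled GDP 50 uM; compound titration; 5 min RT; kinetic read ex480/em540 at 5-min intervals ×30 min; data normalized to 6.5 mM cAMP agonist control.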
# An asterisk follows results filed as active; i = inactive; ? = inconclusive; . = not tested or not shown; & = joins results of further samples; [ ] = another dose, or the depositor's remark. The call rests on the fitted dose curve; in most records, active means well fitted curve in the direction sought with a large enough effect; inconclusive means small, poorly fitted or top-dose-only effect, or another doubt; inactive means no such curve, though single readings can be large; an effect the other way counts as inactive or inconclusive. Potency means the concentration at half of the fitted maximal effect. An excerpt; count on the stated rates, not on these rows.
SMILES,EPAC2 antag,aSyn yeast inh,FUS yeast rescue,EPAC2 ag,PTHR1 ag,TDP-43 yeast inh,EPAC1 antag,EPAC1 agonist
CCC(=O)c1ccc(OCC(=O)Nc2ccccc2C(=O)NC2CC2)cc1,5.9%,1.2%,.,1.7%,i,17.5%,-0.5%,2.6%
CC(OC(=O)c1cc2sccc2n1C)C(=O)NCC1CCCO1 (stereo not drawn),-11.8%,-5.5%,9.3%,-0.1%,?,-20.6%,-17.0%,1.4%
COc1ccc(N2CCN(C(=O)CSc3nnc(-c4ccco4)n3C)CC2)cc1,-1.0%,-1.5%,11.7%,6.6%,-44.8%[inhibitor],-15.4%[9.22 µM],2.6%,3.9%
NC(CC(=O)NC(c1ccccc1)(c1ccccc1)c1ccccc1)C(=O)O (stereo not drawn),5.2%,-0.6%,17.1%,0.6%,i,-14.0%,12.0%,-0.5%
COc1ccc(-c2ccc(CCC(=O)O)n2CC(=O)Nc2cccc(OC)c2)cc1,9.2%,-4.4%,?,-1.1%,-17.3%,0.0%[1.82 µM],3.3%,-11.0%
Cc1onc(-c2c(F)cccc2Cl)c1C(=O)N(C)CCc1ccccn1,-2.0%,4.5%,3.3%,8.4%,-10.0%,-6.5%,-1.6%,-6.0%
O=C(Cc1ccc(F)cc1)N1CCN=C1SCc1ccc([N+](=O)[O-])cc1,-1.2%,8.0%,-10.7%,-4.9%,-34.2%[inhibitor],?,-14.0%,-2.6%
Cc1cccc(C)c1NC(=O)N1CCC(n2c(=O)[nH]c3ccccc32)CC1,-1.3%,-12.7%,-9.6%,8.6%,i,0.0%,-9.9%,4.9%
COc1cc(/C=C2\SC(=S)N(CC(=O)O)C2=O)ccc1OC(=O)c1ccco1,-29.9%,-0.2%,7.2%,6.6%,-38.2%,10.6%,-0.3%,-13.3%
Cc1cc2nc(C3CCN(C(=S)NCCCOC(C)C)CC3)[nH]c2cc1C,-1.0%,7.0%,-20.8%,4.0%,-42.2%[inhibitor],17.6%,3.5%,0.0%

# Brought forward from above: 4 entries; new compounds follow.
SMILES,EPAC2 antag,aSyn yeast inh,FUS yeast rescue,EPAC2 ag,PTHR1 ag,TDP-43 yeast inh,EPAC1 antag,EPAC1 agonist
O=C(Cc1ccc(F)cc1)N1CCN=C1SCc1ccc([N+](=O)[O-])cc1,-1.2%,8.0%,-10.7%,-4.9%,-34.2%[inhibitor],?,-14.0%,-2.6%
Cc1cccc(C)c1NC(=O)N1CCC(n2c(=O)[nH]c3ccccc32)CC1,-1.3%,-12.7%,-9.6%,8.6%,i,0.0%,-9.9%,4.9%
COc1cc(/C=C2\SC(=S)N(CC(=O)O)C2=O)ccc1OC(=O)c1ccco1,-29.9%,-0.2%,7.2%,6.6%,-38.2%,10.6%,-0.3%,-13.3%
Cc1cc2nc(C3CCN(C(=S)NCCCOC(C)C)CC3)[nH]c2cc1C,-1.0%,7.0%,-20.8%,4.0%,-42.2%[inhibitor],17.6%,3.5%,0.0%
CCOC(=O)C1=C(C)NC(C)=C(C(=O)OCC)C1c1ccc(OC)cc1,-13.7%,-2.7%,25.7%,3.3%,i,16.7%,-0.5%,7.2%
CC1(C)CC2CC(C)(CN2C(=O)C23CCC(C)(C(=O)O2)C3(C)C)C1 (stereo not drawn),1.2%,4.9%,18.3%,-2.2%,i,15.8%,3.6%,7.0%
COc1cc(C(=O)NNC(=O)c2ccc(NC(=O)C(C)(C)C)cc2)cc(OC)c1OC,-1.7%,4.2%,5.8%,5.1%,-12.3%,23.9%,-11.0%,-8.9%
O=C(NCCc1ccccc1)C(=O)NCC1CCCN1S(=O)(=O)c1cccs1 (stereo not drawn),3.6%,1.3%,14.0%,-0.7%,-41.4%[inhibitor],18.4%,-23.2%,5.4%
COc1cc2nc(=S)n(CCCN3CCOCC3)c(N)c2cc1OC,-0.8%,-0.3%,25.4%,6.6%,i,-5.0%,?,-0.5%
CC(C)NC(=O)NC(=O)CSc1ccc(S(=O)(=O)N2CCOCC2)cn1,-9.0%,-7.6%,3.8%,-4.8%,i,-16.6%,-2.0%,-3.6%
Cn1ccnc1SCC(=O)Nc1cccc(Br)c1,.,2.7%,-22.3%,.,i,12.5%,.,.
COc1ccccc1/C=C/C(=O)Nc1ccc(N2CCOCC2)cc1,2.3%,-6.2%,6.0%,-1.3%,i,19.6%,2.4%,1.4%
Cc1ccc(S(=O)(=O)N2CCN(C(=O)c3ccccc3)CC2)cc1,3.7%,.,-1.2%,1.7%,i,2.7%,10.4%,-5.1%
COc1cc(CN2CCCC(C(=O)Nc3ccccc3Oc3cccnc3)C2)ccc1F (stereo not drawn),-11.4%,0.1%,-24.7%,10.7%,-2.8%,8.4%,-7.2%,5.8%
CCCN(CC(=O)Nc1ccccc1OC)C(=O)c1ccccn1,6.9%,-17.4%,-7.8%,0.4%,i,12.0%,-7.6%,-5.0%
COc1ccc(-c2nc(N)n(C(C)=O)n2)cc1,-2.1%,-0.8%,-10.5%,-83.1%[inhibitor][15.6 µM],i,10.0%,-11.7%,5.0%
COc1ccc(CCN2C(=O)CSC2=S)cc1OC,10.4%,6.7%,2.8%,-3.4%,-11.8%,2.3%,-16.6%,-0.6%
COc1ccc(S(=O)(=O)NCc2ccccn2)cc1NC(=O)c1ccc(Cl)cc1,1.0%,18.2%,34.1%,17.1%,-0.7%,-26.3%,-4.3%,7.3%
O=C(c1cc(-c2ccccc2)n[nH]1)N1CCc2c([nH]c3ccccc23)C1c1ccccn1 (stereo not drawn),4.3%,?,?,5.8%,-9.6%,17.8µM*,-18.7%,18.4%
CCOC1=C2[C@H]([C@H]3C(=O)N(c4ccccc4)C(=O)[C@H]3C1)[C@@H](C(C)C)N(S(=O)(=O)c1ccc(C)cc1)[C@H]2c1ccccc1,5.9%,?,-9.7%,3.7%,-11.6%,0.0%,10.7%,3.0%
O=C(CN1CCOCC1)OCCCc1ccccc1,7.0%,-6.7%,0.8%,2.8%,-7.9%,-16.9%,16.3%,-3.1%
COc1cc(Cl)cc(C2NC(=O)NC(C)=C2C(=O)NCc2ccccc2)c1O (stereo not drawn),-0.4%,-5.4%,6.9%,9.4%,i,-9.3%,7.3%,1.5%
CC(C)c1ccc(-c2nnn(CCC#N)n2)cc1,-10.6%,8.3%,0.6%,5.3%,-8.5%,4.9%,-1.0%,6.0%
CC(C)(C)NC(=O)c1ccc2nsnc2c1,-0.8%,6.9%,-5.1%,10.2%,i,6.7%,-7.2%,3.6%
CC1(Cc2ccc(C(F)(F)F)nc2)C(=O)Nc2cc(-c3ccccc3Cl)ccc21 (stereo not drawn),6.0%,3.2%,-10.1%,7.9%,-22.6%,-12.2%,-12.4%,-15.5%
CCOC(=O)c1c(NC(=S)N2CCN(C)CC2)sc2c1CCN(C(=O)OCC)C2,-25.2%,1.2%,16.2%,5.7%,-10.8%,10.2%,-3.7%,1.2%
CCOc1ccccc1-n1c(SCC(=O)Nc2ccc(CC)cc2)nc2n[nH]c(C)c2c1=N,6.7%,3.1%,10.4%,-14.3%,i,15.3%,-4.0%,-1.0%
Cc1ccc(S(=O)(=O)N2[C@@H](c3cccc(Cl)c3)C(C(=O)O)=CC[C@H]2c2cccs2)cc1,-1.6%,-31.2%[inhibitor],27.8%,7.7%,-26.9%,?,-9.5%,-9.2%
Cc1ccc(C)c(C(=O)Nc2nc3ccccc3[nH]2)c1,3.7%,-7.4%,-7.3%,4.7%,i,16.4%,11.6%,-1.3%
COc1ccc(C2CC(=O)C(C=NCCCO)=C(O)C2)cc1 (stereo not drawn),8.2%,-5.7%,17.5%,-5.8%,-3.2%,-13.6%,-11.8%,-14.5%
Cc1ccc(S(=O)(=O)N(C)C)cc1NC(=O)Cn1c(CN2CCOCC2)nc2ccccc2c1=O,-1.3%,4.5%,-25.2%,-3.2%,1.2%,0.0%,-9.6%,-4.9%
Cc1cc(O)cc2c(=O)c3ccccc3sc12,1.8%,-0.6%,20.7%,11.1%,i,2.4%,-14.3%,-10.3%
CC(C(=O)Nc1ccccc1)N(C)CCOc1ccccc1 (stereo not drawn),-9.9%,-0.4%,-5.7%,3.0%,i,5.6%,-13.1%,-2.2%
COc1cccc(C(=O)Nc2cc3c(cc2Cl)OCCCO3)c1,-0.8%,4.1%,.,3.1%,-29.6%,?,-0.1%,-2.1%
C#CCN1C=C(C(=O)OCC)C(C)NS1(=O)=O (stereo not drawn),0.3%,5.5%,-11.2%,-4.0%,-8.2%,8.8%,-10.3%,-4.0%
COc1ccccc1CNS(=O)(=O)c1cc2c3c(c1)CCN3C(=O)CC2,-3.1%,-2.7%,-3.8%&0.1%,8.8%,i,17.0%&-9.4%,17.0%,5.7%
NC(=O)C1CCN(c2nc(-c3ccccc3C(F)(F)F)cs2)CC1,11.7%,.,-1.8%,0.2%,-69.8%[inhibitor],.,-0.3%,2.9%
O=C(CSc1cccc(C(F)(F)F)c1)Nc1nnc(C2CC2)s1,3.4%,0.5%,-21.8%,-1.5%,-9.7%,22.0%,15.2%,-6.1%
O=C(NCc1ccc(-n2cccc2)cc1)c1cccc(F)c1,4.6%,-7.5%,26.7%,-12.1%,-5.9%,14.5%,4.5%,0.3%
CC(=O)Nc1ccc(C(=O)NC2CCCC2)cc1,6.4%,-0.3%,4.0%,-9.2%,i,-5.3%,-0.6%,-7.3%
NS(=O)(=O)c1ccc(CCNC(=O)CCS(=O)(=O)c2ccc(Br)cc2)cc1,4.4%,-1.9%,-22.8%,3.2%,i,6.6%,3.0%,4.0%
CC1CCCC(C)N1C(=O)c1ccc(S(=O)(=O)NCc2ccco2)cc1 (stereo not drawn),2.5%,1.8%,5.0%,0.8%,-5.6%,6.2%,3.1%,3.8%
O=S(=O)(/N=C(/Nc1cccnc1)c1ccccc1)c1ccc(F)cc1F,1.5%,-5.9%,.,10.5%,2.2%,-13.0%,3.8%,6.5%
Cn1cc([N+](=O)[O-])c(C(=O)NCC(=O)O)n1,1.0%,-6.9%,-26.8%,8.2%,i,3.9%,8.0%,-2.9%
C/C(=N\NC(=O)CSc1nc(C)cc(C)n1)c1ccc2c(c1)OCCO2,-1.5%,2.4%,12.4%,16.0%,-23.7%,15.7%[9.22 µM],1.9%,5.5%
O=C(CSc1nc(Nc2ccccc2)nc(N2CCOCC2)n1)Nc1cc(Cl)ccc1O,-21.3%,-3.0%,30.0%,23.1%,i,-4.8%,-20.8%,22.0%
O=C(O)c1cccc(S(=O)(=O)N2CCCC2)c1,-4.4%,1.6%,-3.6%,13.4%,i,-8.1%,-1.1%,3.2%
